Source: PubChem BioAssay (National Center for Advancing Translational Sciences (NCATS))
Vif-APOBEC3F blk = inhibitors of Vif-A3F interaction; HeLa A3F-eYFP + Vif (tagged APOBEC3F with the HIV-1 protein that degrades it), YFP fluorescence increase; Potency, µM (titrated, usually from 46.1 µM), for the others: top-dose activity, negative = active; actives 0.2% (n = 390,000); AID 602313; note: potency is the fitted concentration of half-maximal effect; % of control where 0% means no effect; nearly all actives have a fitted effect of over 65% in size
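HeLa cells stably expressing A3F-eYFP plus Vif, plated and incubated overnight at 37 deg C, then exposed to compounds overnight at 37 deg C. Blocked degradation read as raised yellow fluorescence (Ex 488/Em 500-530).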
LDHA inh = blocks human lactate dehydrogenase A; P00338; purified LDHA, NADH/diaphorase-resazurin fluorescence; stronger effect = lower value; activity change, % (values are at about 110 or 230 µM); actives 0.15% (n = 480,000); AID 1347041; in the data active = activity change below about -30%; inconclusive = mostly about -25% to -30%;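 note: plate controls were DMSO wells for no effect and wells without enzyme for full effect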
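Remaining NADH was detected by diaphorase (0.133 mg/mL) converting 37 µM resazurin to fluorescent resorufin, read at 0 and 20 minutes. The preceding 5-minute room-temperature reaction used 2 nM LDHA, 0.2 mM sodium pyruvate and 0.06 mM NADH at pH 7.4.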
D1 PAM = human D1 dopamine receptor positive modulation. potentiation, % at 10 µM. AID 504651. actives 0.036% (n = 360,000). HEK293 TREx D1 cells, calcium flux, dopamine EC20 potentiation. P21728; in the data active = potentiation above about 30%; note: 0% is about no effect
Vif-A3G inh = Vif-A3G binding inhibition; actives 0.076% (n = 410,000); HeLa A3G-eYFP + Vif (tagged APOBEC3G with the HIV-1 protein that degrades it), YFP fluorescence, overnight; Potency, µM (doses to about 46.1 µM), for the others: at the highest dose activity, negative = active, actives largely listed as inhibitors; AID 602310; Q9HC16;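 note: potency is the fitted concentration of half-maximal effect; % is set by controls: 0 for no effect and ±100 for the full control effect; nearly all actives have a fitted effect of over 60% in size; hits raise eYFP signal because A3G escapes Vif-driven loss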
Target sequence (Q9HC16 whole entry, looked up): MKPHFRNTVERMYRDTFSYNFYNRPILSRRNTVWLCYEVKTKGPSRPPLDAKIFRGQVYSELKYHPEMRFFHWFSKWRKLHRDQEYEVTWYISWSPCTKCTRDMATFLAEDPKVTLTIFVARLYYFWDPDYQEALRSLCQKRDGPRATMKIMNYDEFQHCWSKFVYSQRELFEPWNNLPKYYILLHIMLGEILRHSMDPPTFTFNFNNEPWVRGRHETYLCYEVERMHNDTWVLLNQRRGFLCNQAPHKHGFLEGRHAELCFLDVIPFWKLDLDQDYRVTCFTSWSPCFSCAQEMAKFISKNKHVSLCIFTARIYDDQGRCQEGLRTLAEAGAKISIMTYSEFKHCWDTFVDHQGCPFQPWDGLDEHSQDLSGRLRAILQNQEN
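Read-out is eYFP fluorescence (Ex 488/Em 500-530) from Vif-expressing HeLa A3G-eYFP cells; more signal means A3G escaped Vif-mediated degradation. Cells plated overnight, compound pinned in, incubated overnight at 37 deg C.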
D1 antagonist = human D1 dopamine receptor antagonism. P21728. HEK293 TREx D1 cells, calcium flux, dopamine EC80; stronger effect = lower value. activity change, negative = inhibition, % at 10 µM. actives 3.2% (n = 360,000). AID 504652; in the data active = activity change below about -30%; note: % is set by controls: 0 for no effect and ±100 for the full control effect
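Tetracycline-induced HEK293 Trex D1 cells, force-coupled to calcium, dye-loaded; compounds added and read 180 s, then EC80 dopamine added and calcium flux tracked kinetically another 180 s.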
D2 potentiator = positively modulates the human D2 dopamine receptor allosterically; HEK293 T-REx D2, calcium flux, EC20 dopamine potentiation; AID 485347; potentiation, % at 10 µM; actives 0.34% (n = 340,000); P14416;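 active = potentiation over 3 SD above the plate norm, cut at about 30% in these data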; note: 0% is about no effect
Target sequence (P14416 whole entry, looked up): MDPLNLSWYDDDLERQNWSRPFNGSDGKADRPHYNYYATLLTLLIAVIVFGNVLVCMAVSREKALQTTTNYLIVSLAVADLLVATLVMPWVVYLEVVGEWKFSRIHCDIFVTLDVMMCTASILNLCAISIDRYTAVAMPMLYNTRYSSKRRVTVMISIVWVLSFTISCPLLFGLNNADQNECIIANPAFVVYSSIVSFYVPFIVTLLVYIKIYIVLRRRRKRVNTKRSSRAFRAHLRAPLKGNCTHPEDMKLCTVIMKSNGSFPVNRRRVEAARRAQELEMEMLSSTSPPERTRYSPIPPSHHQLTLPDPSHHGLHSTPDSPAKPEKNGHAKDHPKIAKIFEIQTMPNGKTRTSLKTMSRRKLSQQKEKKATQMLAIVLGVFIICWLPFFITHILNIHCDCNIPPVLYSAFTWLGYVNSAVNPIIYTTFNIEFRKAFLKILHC
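Calcium flux readout, no-wash dye, 1 read/s. Inducible HEK293 Trex D2 line, overnight 30 C. Compound alone 180 s (agonist flags), then EC20 dopamine, another 180 s to score potentiation.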
GRP78 ERSR act = induces the endoplasmic reticulum stress response in human glioma cells. actives 0.02% (n = 420,000). Potency, µM, for the others: at the top dose activation, actives largely listed as activators. U87-MG GRP78 promoter luciferase reporter, 16 h; note: potency is the fitted concentration of half-maximal effect; series mostly up to about 76 µM; % of control where 0% means no effect; nearly all actives have a fitted effect of over 35% in size
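Stably transfected U87-MG glioma cells carrying a GRP78-based luciferase sensor; 16 h compound incubation. Luminescence end-point read 10 min after Bright-Glo addition at room temperature.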
RXFP1 ag = agonists of human relaxin receptor RXFP1. actives 0.3% (n = 370,000). AID 2676. HEK293T-RXFP1 cAMP TR-FRET, 30 min; response scale: percent of porcine relaxin response, buffer zero. Potency, µM (top dose mostly 57.5 µM), for the others: at the top dose activation, most hits filed as activators; note: potency is the fitted concentration of half-maximal effect; % is set by controls: 0 for no effect and ±100 for the full control effect; nearly all actives have a fitted effect of over 60% in size; many of its hits are not listed in these tables
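HEK293 cells stably expressing RXFP1, treated 30 min at 37C with compounds plus PDE4 inhibitor Ro 20174; cAMP measured by HTRF TR-FRET. Normalized to buffer and 29 nM porcine relaxin; EC50 by Hill fit.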
D1 ag = activates the human D1 dopamine receptor; P21728; HEK293 T-REx D1 cells, calcium flux, agonist mode; activation, % at 2 µM; actives 1% (n = 360,000); in the data active = activation above about 30%; note: 0% is about no effect
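Agonism was scored from calcium flux recorded over 180 s (1 read/s) after pintool compound addition, following a 10-cycle baseline. Cells were inducible force-coupled HEK293 TREx D1, plated overnight at 30 C and loaded with no-wash calcium dye.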
Numbers without * were called inactive; ? = inconclusive; / = no result given; & = joins results of further samples; [ ] = dose if it differs, or a comment. Unless noted, calls come from the whole dose curve; as a rule, active = well fitted curve in the direction sought with a large enough effect; inconclusive = small, poorly fitted or top-dose-only effect, or another doubt; inactive = no such curve, though single readings can be large; an effect the other way counts as inactive or inconclusive. Some of the compounds tested (hit frequency here may not be typical).

SMILES	Vif-APOBEC3F blk	LDHA inh	D1 PAM	Vif-A3G inh	D1 antagonist	D2 potentiator	GRP78 ERSR act	RXFP1 ag	D1 ag
Cc1nc2c3cc(F)ccc3n(Cc3ccccc3F)c2s1	-15%	12	0	?	-24	15	0%	-0.3%	2
Cc1nn(C)c(C)c1CN(C)C(=O)c1cnn2c1NC(c1ccccc1)CC2C(F)(F)F (configuration not stated)	8%	0	-4	1%	8	/	-3%	12%	0
COC(=O)Cc1[nH]nc2c1C1(C(=O)N(Cc3ccc(Cl)cc3)c3ccccc31)C(C#N)=C(N)O2 (configuration not stated)	2%	-2	-5	3%	-11	11	-7%	0.3%	2
O=C(CSc1nccn1Cc1ccccc1)Nc1nc2ccccc2s1	0%	1	-2	2%	-3	13	-1%	1.4%	16
CCCCNC(=O)CCC(=O)Nc1ccc2nc(N3CCC(C)CC3)cc(C)c2c1	0%	-2	-1	4%	-19	16	7%	3.8%	-1
COc1ccc(-c2ccc(=O)n(CC(=O)Nc3cc(OC)ccc3OC)n2)cc1	0%	3	-6	-1%	8	14	-3%	-0.1%	2
Cc1cc(NC(=O)Cc2ccccc2)cc(-c2nc3ccccc3o2)c1O	11%	1	-3	3%	-1	-4	-4%	1.6%	0
COc1ccc(C=CC(=O)c2c(OC)cc(OC)c(OC)c2O)cc1	2%	-4	/	-7%	/	/	-4%	/	/
COc1ccc(C(=O)c2coc3ccc(O)c(CN4CCCCC4)c23)cc1	5%	0	2	-2%	9	0	-3%	2.9%	9
CSCC[C@H](NS(=O)(=O)c1ccc(C)cc1)C(=O)N1CCC(C(=O)N[C@@H](Cc2ccc(O)cc2)C(=O)O)CC1	7%	-9	2	3%	8	7	-2%	2.9%	0
Cc1ccc(C(=O)COC(=O)c2cn3ccccc3n2)cc1	5%	-5	-1	3%	-6	3	4%	1.3%	3
Cc1ccc(CN(Cc2ccco2)C(=O)c2ccco2)cc1	-19%	-8	-8	2%	-13	-9	-3%	2.4%	0
COc1cc2nc(NCc3ccc(C)cc3)n3nc(-c4ccccc4)nc3c2cc1OC	-4%	-3	-2	-2%	-2	5	-2%	2.3%	1
Cc1cc(C(=O)OCC(=O)c2ccccc2)c2ccccc2n1	-6%	-6&-5	/	1%	-21	1	-4%	8.6%	7
CCc1cc(Cn2nc(-c3ccccc3)cc2C(=O)NCc2ccc(C)cc2)on1	-13%	4	-12	-2%	-15	-15	0%	0.3%	14

Filtered by structure, those above with fluorine.
SMILES	Vif-APOBEC3F blk	LDHA inh	D1 PAM	Vif-A3G inh	D1 antagonist	D2 potentiator	GRP78 ERSR act	RXFP1 ag	D1 ag
Cc1nc2c3cc(F)ccc3n(Cc3ccccc3F)c2s1	-15%	12	0	?	-24	15	0%	-0.3%	2
Cc1nn(C)c(C)c1CN(C)C(=O)c1cnn2c1NC(c1ccccc1)CC2C(F)(F)F (configuration not stated)	8%	0	-4	1%	8	/	-3%	12%	0

(list continues)
SMILES	Vif-APOBEC3F blk	LDHA inh	D1 PAM	Vif-A3G inh	D1 antagonist	D2 potentiator	GRP78 ERSR act	RXFP1 ag	D1 ag
COC(=O)CNC(=O)C(CCSC)NC(C)=O (configuration not stated)	6%	-7	-7	11%	-14	-8	-4%	1.0%	1
COc1ccccc1N1CCN(c2ncnc3sc(C)c(-c4ccccc4)c23)CC1	-4%	-4	-2	-3%	24	38*	-4%	1.2%	-2
Cc1cccc(/C=C/c2onc(C)c2[N+](=O)[O-])n1	3%	-3	/	-7%	/	/	-2%	/	/
O=C(CN1CC[n+]2c(-c3ccccc3)csc21)c1ccc(Br)cc1	-3%	-3	-5	4%	0	7	-2%	1.1%	1
O=C(NCc1ccccc1Cl)C1CCN(S(=O)(=O)c2cccc3nonc23)CC1	?	0	-3	-5%	14	0	-1%	1.6%	7
COc1ccc(NC(=O)c2nc(S(=O)(=O)Cc3cccc(C)c3)ncc2Cl)c(OC)c1	4%	0	4	1%	2	0	-10%	-0.4%	2
CCOC(=O)c1c(N)n(CCOC(=O)c2cccs2)c2nc3ccccc3nc12	-4%	7	-2	-3%	11	-7	-4%	6.1%	0
CN(C)CCCNC(=O)COc1ccc(Br)cc1Cl	0%	-9	-2	-6%	-6	-5	1%	0.1%	1
O=C(O)c1ccc(CN(Cc2ccccc2)S(=O)(=O)c2ccc(Cl)cc2)cc1	-6%	-6	/	1%	-11	2	-1%	-1.0%	5
CC(C)n1cc(-c2ccc(Cl)cc2)cc(C#N)c1=O	-4%	1	-4	1%	1	5	5%	0.9%	13
COc1ccc(OC)c(C(=O)CCCC(=O)c2cc(OC)ccc2OC)c1	2%	1	-4	0%	1	0	-4%	-0.8%	18
CCOc1ccc(S(=O)(=O)Nc2nc3ccc(OC)cc3s2)cc1	2%	-8	3	-9%	11	4	-6%	-3.7%	1
CC(=O)c1ccc(NC(=O)CSc2nc(=O)cc(N)n2-c2ccccc2)cc1	0%	-5	-4	-2%	7	1	5%	2.2%	2
COc1ccc(C(C)NC(=O)c2ccncc2)cc1 (configuration not stated)	-2%	-4	-5	-3%	-7	0	0%	-0.6%	0
CCOc1ncccc1C(=O)Nc1ccc(S(=O)(=O)N2CC(C)CC(C)C2)cc1 (configuration not stated)	5%	-6	/	2%	/	/	0%	/	/
CSc1c(SCc2ccccc2)cnn(-c2ccccc2)c1=O	0%	-1	-4	-8%	-6	8	5%	7.6%	7
O=C(NC1CC1)C1CCN(C(=O)c2ccccc2Cl)CC1	-6%	-6	0	3%	4	/	-3%	-0.3%	0
Cc1oc(-c2ccccc2F)nc1CS(=O)(=O)CC(=O)NCc1ccco1	3%	1	4	0%	-3	-10	-3%	-0.5%	-2
CCn1c(SCC(=O)N/N=C(\C)c2ccncc2)nnc1-c1ccccc1	7%	-5	-3	-8%	-7	-2	-2%	-0.7%	2
COc1cccc(NC(=O)CCC2CCN(C(=O)c3c(C)noc3C)CC2)c1	-5%	-5	-1	-2%	-7	3	1%	-0.7%	3
CCN1CCC(=NNC(=O)c2ccco2)CC1	-2%	0	-1	-5%	0	/	-2%	0.5%	2
CSc1ncccc1C(=O)OCC(=O)Nc1ccc(C)c(S(=O)(=O)N2CCOCC2)c1	2%	-7	/	0%	/	/	-2%	/	/
CC(C)CC(NC(=O)C1CCCCC1)C(=O)Nc1cccc(C(F)(F)F)c1 (configuration not stated)	0%	-17	0	-3%	0	2	0%	-2.4%	1
Cc1cccc(NC(=O)c2ccc(F)c(S(=O)(=O)N3CCN(c4ccc(F)cc4)CC3)c2)c1	0%	1	10	1%	-4	/	-2%	3.2%	1
C/C=C\C(=O)Nc1cccc(C2=NOC3(C2)C[C@H](C(N)=O)N(C(=O)[C@H]2CCC(=O)N2)C3)c1 (some centres not stated)	0%	-3	-4	3%	2	/	-4%	-0.8%	2
COc1ccc(-n2c(SCC(=O)N(C)c3ccccc3)nc3c([nH]c4ccccc43)c2=O)cc1OC	-5%	-3	0	2%	-18	1	0%	-1.6%	4
CC(C)c1ccc(NC(=O)C2C3C=CC(CC3)C2C(=O)O)cc1 (configuration not stated)	-1%	-4	/	0%	/	/	4%	/	/
CCOC(=O)C1CCN(Cc2ccccc2C)CC1	3%	-1	-3	-1%	5	5	-1%	0.6%	5
CN(CCc1ccccc1)C(=O)c1cccc(NC(=O)Cc2cccc(NC(=O)C3CCN(C(=O)C4CCCC4)CC3)c2)c1	2%	-1	/	3%	/	/	0%	/	/
Clc1cccc(N=NN2CCOCC2)c1Cl	-4%	-4	5	-6%	4	6	1%	2.6%	0
COC(=O)c1ccc(NS(=O)(=O)c2ccc3[nH]c4c(c3c2)CCCC4)cc1	-1%	5	1	-20%	-9	-7	7%	-0.3%	15
COc1ccc(-c2sc3ccc(OC)cc3c2C#Cc2ccccn2)cc1	5%	1	3	-15%	/	16	-1%	3.6%	4
CCOC(=O)CC(=O)CSc1nc(CC)c(C)cc1C#N	-13%	3	-1	1%	-1	10	5%	4.2%	16
COc1cc(/C=N/NC(=O)CN2CCCCC2)ccc1OCc1ccccc1	-15%	0	-4	-3%	-6	4	4%	-1.2%	1
COc1ccccc1C(=O)Nc1ccc2c(c1)nc1n2CCSC1	-2%	4	3	-1%	-17	-2	2%	4.0%	3
COc1cc(CN2CCNC(=O)C2CC(=O)NCCCC2CCCC2)cc(OC)c1 (configuration not stated)	-6%	2	-3	-1%	11	-2	0%	1.0%	0
COc1ccc(S(=O)(=O)N[C@@H](CC(C)C)C(=O)O)cc1	-6%	-6	-3	0%	3	-4	-1%	1.0%	3
O=C(/C=C\Nc1ccc2c(c1)OCO2)c1ccccn1	-11%	3	/	-1%	/	/	-14%	22%	/
CC(C(=O)NCc1ccccc1)n1ccc2cc(S(=O)(=O)N3CCCC3)ccc21 (configuration not stated)	-3%	0	-2	-1%	-14	-1	-3%	6.6%	5
Cc1ccc(OCC(=O)N/N=C/c2ccc3c(c2)OCO3)cc1C	-7%	-8	-2	-1%	11	-7	0%	-1.2%	1
Cc1cccn2c(=O)c3cc(C#N)c(=O)n(Cc4cccnc4)c3nc12	-15%	-6	-8	5%	-26	1	-3%	16%	1
CCOC(=O)c1cc2sccc2n1Cc1ccccc1	2%	2	6	1%	0	-13	0%	1.2%	8
COc1ccccc1CN(Cc1nc2ccccc2c(=O)[nH]1)S(=O)(=O)c1ccc(C)cc1	-8%	1	2	-1%	3	6	3%	-1.3%	-1
CCCCN1C[C@H](COC(=O)CCC)Oc2cccc(F)c2S1(=O)=O	5%	-2	/	2%	/	/	-2%	/	/
O=C1OC2(CCCCC2)CC2=C1C1O[C@](c3ccsc3)(Cc3ccccc31)O2	/	/	-5	/	-1	/	/	-1.7%[11.5 µM]	0
CC(NC(=O)NC1CCCCC1)C(c1cccs1)N1CCN(c2ccccc2)CC1 (configuration not stated)	0%	-7	-2	0%	0	/	-2%	-0.2%	-3
CN(C)c1ccc(/C=N/NC(=O)c2ccc(-n3cnnn3)cc2)cc1	4%	1	-3	-1%	-5	-3	-4%	0.2%	3
